CRFBP-R2 agonist: agonists of human CRF-binding protein/CRF-R2 receptor complex | HEK293 CRF-R2/CRF-BP, calcium dye fluorescence (FLIPR); percent of saturating CRF peptide response | activation, % at 13.2 µM | actives 0.46% (n = 350,000);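 active = activation of at least 50%, plus an integration ratio under a set limit after plate pattern correction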;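 also: plate controls were neutral control wells without compound for no effect and CRF at EC100 for full effect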
TAAR1 antag: human TAAR1 antagonism. Q96RJ0. CHO RD-HGA16 TAAR1, Fluo-8 calcium fluorescence, antagonist. inhibition, % at 3 µM. actives 1.5% (n = 360,000). AID 624466;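 active = inhibition above a per-plate cutoff, the mean inhibition of test compounds on that plate plus 3 SD, cut at about 49% in these data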;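 also: 0% = DMSO plus EC80 beta-PEA response and 100% = DMSO alone without agonist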
Target sequence (Q96RJ0 whole entry, looked up): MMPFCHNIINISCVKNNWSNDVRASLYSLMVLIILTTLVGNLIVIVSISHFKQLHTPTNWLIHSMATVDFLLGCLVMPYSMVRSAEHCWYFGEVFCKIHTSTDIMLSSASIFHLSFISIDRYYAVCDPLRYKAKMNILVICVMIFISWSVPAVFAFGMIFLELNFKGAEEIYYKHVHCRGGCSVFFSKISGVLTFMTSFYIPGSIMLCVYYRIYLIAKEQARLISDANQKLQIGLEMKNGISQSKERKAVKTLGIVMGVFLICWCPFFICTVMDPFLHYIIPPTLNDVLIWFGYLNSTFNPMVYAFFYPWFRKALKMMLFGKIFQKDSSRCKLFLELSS
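test system = CHO RD-HGA16 cells bearing hTAAR1 | replication = singlicate | controls = DMSO-only wells and EC80 β-PEA-stimulated wells | reagent = EC80 β-phenethylamine stimulus | read-out basis = percent inhibition of PEA-evoked calcium signal, max/basal emission ratio | schedule = seeding 17-24 h prior, 75-min 37 °C, 30-min RT dye loading | signal = kinetic Fluo-8 calcium fluorescence measurement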
M1 PAM parental: M1 PAM counterscreen hit in parental CHO-K1 cells | activation, % at 3 µM | actives 0.02% (n = 360,000) | AID 602247 | ATP EC20, Fluo-8 calcium fluorescence; 0% at ATP EC20, 100% at ATP max;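 active = activation above the run cutoff, the mean activation of all test compounds plus 3 SD, cut at about 40% in these data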;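 also: peak over basal fluorescence ratio in a 140 s read after ATP addition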
CHRM5 PAM: potentiates acetylcholine response at human M5 receptor. actives 0.3% (n = 360,000). P08912. activation, % at 3 µM. CHO-K1 hM5, Fluo-8 calcium, ACh EC20 PAM; 0% = ACh EC20, 100% = ACh EC100;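 active = activation above the run cutoff, the mean activation of all test compounds plus 3 SD, cut at about 18% in these data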
Target sequence (P08912 whole entry, looked up): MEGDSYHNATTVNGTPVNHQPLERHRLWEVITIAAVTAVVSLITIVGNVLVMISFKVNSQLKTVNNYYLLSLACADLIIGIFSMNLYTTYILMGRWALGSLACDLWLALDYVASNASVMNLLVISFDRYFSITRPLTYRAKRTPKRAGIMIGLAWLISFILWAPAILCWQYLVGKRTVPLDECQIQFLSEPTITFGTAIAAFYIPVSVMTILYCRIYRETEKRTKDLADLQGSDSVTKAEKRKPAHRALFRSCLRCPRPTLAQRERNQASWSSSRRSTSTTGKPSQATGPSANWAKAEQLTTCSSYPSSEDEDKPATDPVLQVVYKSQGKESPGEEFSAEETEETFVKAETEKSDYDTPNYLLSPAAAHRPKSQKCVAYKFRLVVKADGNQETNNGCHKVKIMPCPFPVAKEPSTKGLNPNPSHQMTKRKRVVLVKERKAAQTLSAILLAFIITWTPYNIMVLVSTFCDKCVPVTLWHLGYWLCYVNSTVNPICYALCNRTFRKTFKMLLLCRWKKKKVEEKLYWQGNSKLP
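system = human M5 receptor in CHO-K1 cells | reagent = EC20 acetylcholine as agonist stimulus | compound dosing = single-point, 3 µM nominal | incubation = Fluo-8 loading 80 min at 37 °C plus 30 min room temperature | detection = Fluo-8 calcium dye fluorescence, kinetic read | benchmarks = low control EC20 acetylcholine (0%), high control EC100 acetylcholine (100%)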
M5 ag: agonists of human muscarinic M5 receptor (CHRM5) | actives 0.19% (n = 360,000) | activation, % at 3 µM | CHO-K1 hM5 cells, Fluo-8 calcium fluorescence; 0% DMSO wells, 100% maximal acetylcholine response | P08912;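 active = activation above the run's mean over test compounds plus 3 SD, cut at about 23% in these data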;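 also: signal is peak over basal fluorescence ratio across the kinetic read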
CRFBP-R2 block: CRF-BP/CRF-R2 complex antagonism | inhibition, % at 11.8 µM | HEK293 CRF-R2/CRF-BP, CRF-induced calcium fluorescence | actives 0.59% (n = 350,000);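 active = inhibition of the ligand-induced calcium signal above about 50% at the single tested concentration, limit read from the data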
M5 antag: antagonists of human muscarinic M5 receptor (CHRM5); CHO-hM5 cells, Fluo-8 calcium fluorescence, ACh EC80; P08912; inhibition, % at 3 µM; actives 0.59% (n = 360,000);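 active = inhibition above a per-plate cutoff, the mean of that plate's test compounds plus 3 SD, cut at about 27% in these data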;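 also: 0% = acetylcholine EC80 with DMSO and 100% = DMSO without agonist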
M4 PAM: positive allosteric modulators of human muscarinic M4 receptor | P08173 | CHO-K1 hM4/Gqi5, Fluo-8 calcium fluorescence, ACh EC20; 0% = ACh EC20, 100% = maximal ACh | activation, % at 3 µM | actives 0.4% (n = 360,000);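 active = activation above its plate's cutoff, the mean activation of sample wells plus 3 SD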; also: some results filed as inactive read as strong as hits
TAAR1 agonist: agonists of human TAAR1; Q96RJ0; CHO RD-HGA16 TAAR1, Fluo-8 calcium fluorescence; vehicle wells 0%, saturating PEA agonist 100%; activation, % at 3 µM; actives 0.99% (n = 360,000); AID 624467;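 active = activation above the mean activation of all test compounds in the run plus 3 SD, cut at about 38% in these data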
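Assay system – CHO-derived RD-HGA16 cells with stable Gα16 and human TAAR1 · Compound dosing – one-point dosing at 3 µM (nominal) · Incubation – 17-24 h seeding, 75 min 37 °C dye, 30 min RT · Measured by – kinetic Fluo-8 calcium fluorescence · Control set – DMSO vehicle as 0%, PEA at EC100 as 100% · Repeats – single well for each compound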
Active calls of the source: *; . = no result given.

SMILES	CRFBP-R2 agonist	TAAR1 antag	M1 PAM parental	CHRM5 PAM	M5 ag	CRFBP-R2 block	M5 antag	M4 PAM	TAAR1 agonist
Nc1cc(Br)cc2c1[nH]c(=O)c1ccccc12	-1.1	5	10	0	2	-15	-2	7	0
CC(=O)Nc1ccc(N/C(C)=C/C(=O)c2cccnc2)cc1	-0.3	-6	-8	0	-2	-10	-5	6	1
CN(C)c1ccc(C(O)Cc2nc3ccccc3n2C)cc1 (centres undefined)	1.8	10	2	-2	15	-8	-2	-5	0
CC1Sc2ccc(S(=O)(=O)CCC(=O)N(C)Cc3ccco3)cc2NC1=O (centres undefined)	0.3	-21	7	4	0	-11	0	-1	3
CCn1cc(Br)c(C(=O)Nc2ccc(C(=O)OC(C)C)cc2)n1	1.3	27	23	0	-3	12	-3	-4	0
O=C(CC1(c2ccc(Cl)cc2)C2CC3CC(C2)CC1C3)NCCO (centres undefined)	-1.2	-15	21	3	-2	-13	0	4	10
COc1ccc(NC(=S)NN2C(C)CCCC2C)cc1 (centres undefined)	-3.0	-7	15	-2	1	14	2	-2	6
O=C(NN1CCOCC1)c1ccco1	3.7	-9	4	1	0	2	-1	1	2
CSc1ncccc1C(=O)Nc1nccs1	-1.1	1	2	2	0	10	2	12	0
COc1ccc(-c2noc(CSc3nc4sc(C)c(C)c4c(=O)n3-c3ccccc3)n2)cc1	5.6	7	22	-1	-2	0	0	6	-1
CCOc1ccc(CNC(=O)c2ccccc2NC(=O)C2=CSCCO2)cc1	-0.3	3	6	-1	-3	9	4	1	-1
Cc1nn(-c2ccccc2)c(C)c1NC(=O)COC(=O)c1ccc(NC(=O)CC#N)cc1	0.6	28	14	-8	0	-2	10	-5	11
CNC(=O)C1CC(=O)N(CCc2ccc(C)cc2)C1 (centres undefined)	3.2	-19	-3	-1	-4	-12	-4	8	3
CCN1CCCC(OC(=O)c2cc(-c3ccc(C)cc3)nc3ccccc23)C1 (centres undefined)	-0.1	-8	30	4	-5	-23	-4	8	12
N#Cc1c(NC(=O)/C=C/C(=O)O)sc2c1CCN(Cc1ccccc1)C2	4.0	-5	10	-1	-6	-2	1	1	2
O=S(=O)(Nc1ccc(-n2cnnn2)cc1)c1ccccc1F	-1.3	4	4	-11	5	-3	17	-1	6
CCCCC(CC)CNC(=O)c1ccc2c(c1)OCO2 (centres undefined)	1.4	-7	11	-3	-4	-2	4	5	-1
Cc1ccc(C(=O)NCCCN2CCOCC2)c(C)c1	0.0	-10	20	7	1	2	7	9	7
O=C(COC(=O)C1CC2CCCC(C1)C2=O)c1cccc(Br)c1 (centres undefined)	1.2	24	9	-9	-5	-4	9	-5	6
COc1ccc(CNC(=O)Cn2ccc3cc(S(=O)(=O)N4CCCC4)ccc32)cc1OC	0.8	-12	14	-2	-4	-12	6	-3	31
CCN1C(=O)[C@H]2[C@@H](c3ccc(-c4cccc(Cl)c4)c(OC)c3)N[C@@](Cc3ccccc3)(C(=O)OC)[C@H]2C1=O	1.8	-1	14	1	1	1	0	11	-1
CCCN(S(=O)(=O)c1ccc(OCC)cc1)S(=O)(=O)c1cccs1	1.0	13	18	-14	-5	43	10	-13	6
CSCCC(C(=O)NCc1ccccc1)n1c(Cc2cc(F)cc(F)c2)nc2ccccc21 (centres undefined)	.	38	.	-14	-1	.	2	-13	4
Cn1c(N)c(C(=O)COC(=O)C2CCC(C(C)(C)C)CC2)c(=O)n(C)c1=O (centres undefined)	-2.6	41	14	-2	-2	3	14	-4	14
CCCCN1C[C@H](C)[C@@H](CC(=O)Nc2ccc(OC)cc2)C1=O	-1.0	-14	11	2	0	2	-8	-5	4

Next section; the last six above are carried over.
SMILES	CRFBP-R2 agonist	TAAR1 antag	M1 PAM parental	CHRM5 PAM	M5 ag	CRFBP-R2 block	M5 antag	M4 PAM	TAAR1 agonist
COc1ccc(CNC(=O)Cn2ccc3cc(S(=O)(=O)N4CCCC4)ccc32)cc1OC	0.8	-12	14	-2	-4	-12	6	-3	31
CCN1C(=O)[C@H]2[C@@H](c3ccc(-c4cccc(Cl)c4)c(OC)c3)N[C@@](Cc3ccccc3)(C(=O)OC)[C@H]2C1=O	1.8	-1	14	1	1	1	0	11	-1
CCCN(S(=O)(=O)c1ccc(OCC)cc1)S(=O)(=O)c1cccs1	1.0	13	18	-14	-5	43	10	-13	6
CSCCC(C(=O)NCc1ccccc1)n1c(Cc2cc(F)cc(F)c2)nc2ccccc21 (centres undefined)	.	38	.	-14	-1	.	2	-13	4
Cn1c(N)c(C(=O)COC(=O)C2CCC(C(C)(C)C)CC2)c(=O)n(C)c1=O (centres undefined)	-2.6	41	14	-2	-2	3	14	-4	14
CCCCN1C[C@H](C)[C@@H](CC(=O)Nc2ccc(OC)cc2)C1=O	-1.0	-14	11	2	0	2	-8	-5	4
Clc1ccc(Nc2ncnc3c2nnn3Cc2ccccc2)cc1	0.6	59*	8	-1	-1	-6	-1	-2	30
Cc1ccc(S(=O)(=O)N2CCCCC2)cc1NC(=O)COC(=O)c1ccc(O)cc1	-1.4	12	-4	4	0	-8	3	1	3
Cc1cc2[nH]c(=O)c(=O)[nH]c2cc1S(=O)(=O)N1CCN(c2cccc(C(F)(F)F)c2)CC1	-0.7	-5	-6	1	-4	3	-6	2	0
COc1ccc(NC(=S)NNS(=O)(=O)c2ccc3ccccc3c2)c(OC)c1	0.3	0	-9	-5	0	-3	18	5	5
O=C(NC1CC(=O)N(c2ccc(F)cc2)C1)C(=O)c1c[nH]c2ccccc12 (centres undefined)	0.1	-9	14	7	-1	4	0	4	5
Cc1ccc(-n2nc3c(N4CCC(C(=O)N5CCN(C)CC5)CC4)nnc(C)c3c2C)cc1	-1.7	-17	-3	2	-6	-6	-2	-5	2
O=C(NC(=S)N1CCN(C(c2ccccc2)c2ccccc2)CC1)c1ccc(S(=O)(=O)N2CCOCC2)cc1	-1.4	24	21	-1	-5	17	-4	-17	2
CN(C)c1nc2c(c(N)nn2-c2ccc(Cl)cc2)c(=O)o1	-1.1	-15	25	5	-1	25	-2	6	18
Cc1ccc2c(C)c(C(=O)NCc3ccc(S(N)(=O)=O)cc3)oc2c1C	8.2	-1	-11	27*	4	-1	4	4	3
CN1CCN(S(=O)(=O)c2cccc(C(=O)Nc3cc(C(F)(F)F)ccc3N3CCCCC3)c2)CC1	0.9	-33	-18	5	-3	-19	-10	2	0
CCOC(=O)c1cn(CC)c2cc(Cl)c([N+](=O)[O-])cc2c1=O	1.7	-4	-6	-2	0	-6	-1	-4	0
Cn1c(SCC(=O)N2CCOCC2)nnc1-c1ccc2ncccc2c1	2.0	-28	24	6	-3	11	-1	25	6
CC1Cc2cc(/C(O)=C3/C(=O)C(=O)N(Cc4ccco4)C3c3cccs3)ccc2O1 (centres undefined)	-0.2	-13	15	4	0	3	-3	4	1
O=c1[nH]c2ccccc2n2c(-c3ccncc3)nnc12	1.2	18	13	-1	1	-6	9	17	8
CC(=O)N1CCN(C(=O)c2cc3c(s2)CCCC3)CC1	-0.4	-6	-5	2	-3	5	-6	11	4
COc1ccc(F)cc1S(=O)(=O)Nc1cc2c3c(c1)CC(=O)N3CCC2	0.4	-36	-22	0	4	2	-1	6	2
CC(C)Oc1ccc(C(CCNCc2ccc(O)cc2)c2ccccc2)cc1 (centres undefined)	1.5	36	2	-5	1	-24	16	-16	70*
O=C(N/N=C/c1sc(=O)n(Cc2ccc(Br)cc2)c1Cl)c1ccco1	2.4	81*	18	9	2	5	-7	-1	27
COCCNC(=O)C1(C)CCCN(C(=O)c2ccc(N(C)C)cc2)C1 (centres undefined)	.	-24	10	-2	0	.	-2	5	2
O=C(Nc1ccccc1C(F)(F)F)C1CCN(C(=O)c2cccs2)CC1	-0.8	3	13	3	0	-5	-5	-4	0
COc1cc(NC(=O)CSc2nnc(-c3ccncc3)n2C2CCCCC2)ccc1NC(=O)c1ccco1	-1.1	4	13	-2	4	-10	-3	-2	0
O=C(NCCN1CCN(C(=O)NC2CCCCC2)CC1)NC1CCCCC1	2.1	-11	6	-5	-1	67*	4	1	6
CCC(C)N(C(=O)Cn1nc(C)c([N+](=O)[O-])c1C)C1CCS(=O)(=O)C1 (centres undefined)	-1.0	-10	16	4	4	6	6	2	1
CCCN1CCC(NC(=S)Nc2cccc(Cl)c2Cl)CC1	-0.1	-9	22	-16	-9	-4	1	2	0
Cc1ccc(N2C(=O)c3oc4ccccc4c(=O)c3C2c2cccc(O)c2)nc1 (centres undefined)	-4.0	17	13	-7	1	3	0	1	0
Continued.
SMILES	CRFBP-R2 agonist	TAAR1 antag	M1 PAM parental	CHRM5 PAM	M5 ag	CRFBP-R2 block	M5 antag	M4 PAM	TAAR1 agonist
O=C(Nc1ccccc1N1CCOCC1)c1ccc(OCc2cscn2)cc1	-0.2	29	7	1	-1	5	-3	-4	6
CCC(CC)c1nnc(NC(=O)CSCC(=O)Nc2cc(C)on2)s1	-0.2	-12	-4	1	1	0	8	4	-1
Cc1c(Cl)cccc1NC(=O)C1NC(=O)CC1c1ccccc1 (centres undefined)	3.7	-6	-3	-5	2	6	2	8	2
O=C(NCc1ccon1)C1CCC(=O)N(Cc2cccc(C(F)(F)F)c2)C1 (centres undefined)	0.4	0	-7	2	-6	10	2	9	0
Cc1csc(NC(=O)CSc2ncnc3ccccc23)n1	0.2	-11	12	-1	-2	14	-2	-5	4
Cc1csc(NC(=O)c2cc(C)oc2C)n1	1.5	1	12	5	-2	18	-1	1	11
C[C@H](NC(=O)c1ccccc1)C(=O)N1CCC2(CC1)NCCc1[nH]cnc12	1.6	-1	2	-1	-4	-6	5	0	1
Cn1cccc1/C=N/NC(=O)CSc1nc2ccccc2[nH]1	-1.3	-10	-6	-11	-4	-15	13	1	5
CCCC(=O)N1CCN(c2ccc(NC(=O)c3sc4ccccc4c3Cl)cc2)CC1	-0.1	-4	7	-2	1	7	1	2	3
Fc1ccc(NC(=S)NNc2ncc(C(F)(F)F)cc2Cl)c(F)c1	56*	2	9	-13	9	42	25	-7	15
CCc1nc(SCc2ccc(C(=O)OC)o2)c2c(=O)n(C)c(=O)n(C)c2n1	3.9	-38	21	2	0	-35	-1	6	1
CCCCCCCCN1C(=O)[C@H](CC(=O)NCC23CC4CC(CC(C4)C2)C3)C[C@@]2(C(=O)OCC)CCCC=C12	.	-33	-3	-1	1	.	6	12	4
c1ccc(Nc2nc3ccccc3o2)cc1	-0.1	-4	15	2	-2	-8	-4	7	3
Cc1ccc(NC(=O)c2ccc3nc[nH]c3c2)c(O)c1	-0.3	-6	6	0	-3	-5	10	8	0
N#Cc1c(N)n[nH]c1CCCN	-1.9	0	-1	-2	1	5	-1	9	22
COc1ccc(N2CCN(S(=O)(=O)c3ccc4c(c3)NC(=O)CS4)CC2)cc1	-1.2	13	-5	-2	0	8	0	-1	1
